# human PMI inhibition: inhibitors of human PMI, primary screen, biochemical, fluorescence intensity, coupled assay (AID 1209); purified PMI enzyme, coupled fluorescence intensity; higher % means a stronger effect; inhibition, % at 20 µM; hits with a dose series show IC50 in µM; 190,000 compounds, 0.42% hits;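 note: plate controls were DMSO vehicle for no effect and wells lacking substrate for full effect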
# TNAP activation fold: stimulation of alkaline phosphatase TNAP activity – biochemical, luminescent, no phosphate acceptor, uHTS, primary screen (AID 1001). purified TNAP, luminescent activation assay, no phosphate acceptor; higher activation fold means a stronger effect. one-dose activation fold at 20 µM; EC50 in µM for titrated hits. 200,000 compounds, 0.03% hits; in the data active = activation fold from about 3, or a potency from the dose series; inactive = the rest, 99 in 100 with activation fold below about 1.6; note: many of its hits are not listed in these tables
# T cell HTS: T cell immune modulators affecting CD8 T cell-vesicle binding; 330,000 compounds, 0.068% hits; calls only at 7 µM; 2C CD8+ T cell-vesicle binding, flow cytometry; active compounds read low;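 active = response, share of CD8 T cells binding vesicles, and their 90th percentile fluorescence all below set limits, cut at about 80% in these data, passing the limit was not always enough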
#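 Material: 2C TCR transgenic mouse naive CD8+ T cells, MACS-purified. Also added: QL9-charged Drosophila Ld/ICAM-1/B7-1 vesicles. Timing: binding 1.5 h at 37 °C. Measured by: high-throughput flow cytometry with anti-B7-1 and anti-CD8 staining. Read-out: percent CD8+ FL2 mean versus row control. Controls: Unloaded micro-vesicles (low), QL9 vesicles with 0.7% DMSO (high).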
# RSV CPE inhibition: RSV antiviral activity via CPE protection, HEp-2 cells, primary 10 µM value included (AID 2391). HEp-2 cells, RSV-induced CPE inhibition; higher % means a stronger effect. CPE inhibition, % at 10 µM; hits with a dose series show IC50 in µM. 310,000 compounds, 0.13% hits; in the data active = a potency from the dose series; inconclusive = CPE inhibition mostly from about 23% at the one dose, without a potency; inactive = the rest, 99 in 100 with CPE inhibition below about 21%; note: strong numbers were not always called active
# M1AAP inhibition: P. falciparum M1AAP inhibitors, biochemical, fluorogenic H-Leu-NHMec substrate, 1536-well (AID 1445). recombinant M1AAP, H-Leu-NHMec fluorogenic kinetic assay; higher % means a stronger effect. one-dose inhibition, % at 30 µM; IC50 in µM for titrated hits. 220,000 compounds, 0.42% hits;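 active = primary inhibition above the hit cutoff, then over 50% inhibition at one or more dose response concentrations, cut at about 23% in these data, passing the limit was not always enough; inconclusive = conflicting primary data, or primary hits not chosen for dose response; inactive = low primary inhibition, or under 50% at every dose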;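 note: plate controls were DMSO full reaction for no effect and no enzyme background for full effect; strong numbers were not always called active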
# West Nile virus CPE: inhibition of WNV-induced cytopathic effect – cell-based, CPE readout (AID 1621); 290,000 compounds, 0.02% hits; one-dose CPE inhibition, % at 10 µM; IC50 in µM for titrated hits; West Nile virus-infected cells, CPE inhibition; higher % means a stronger effect; in the data active = a potency from the dose series; inconclusive = CPE inhibition mostly from about 3.7% at the one dose, without a potency; inactive = the rest, 99 in 100 with CPE inhibition below about 2.2%; note: strong numbers were not always called active
# K1F lysis inhibition: inhibition of K1F phage lysis, E. coli UTI89, bacterial capsule biogenesis inhibitors, alamar blue (AID 488966); one-dose inhibition, % at 100 µM; IC50 in µM for titrated hits; 340,000 compounds, 0.02% hits; E. coli UTI89 K1F phage lysis, alamar blue, 2 h; higher % means a stronger effect;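 active = phage lysis inhibition, versus mean bacterial control, above a set limit; inconclusive = no clear call, values can overlap the other calls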;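 note: capsule biogenesis inhibitors block K1F phage lysis so surviving cells raise fluorescence; higher fluorescence means more inhibition of phage lysis; actives were called in the ten point dose series up to 300 µM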
# human PMI inhibitors: human PMI inhibitors, high substrate, primary screen, biochemical, fluorescence intensity, high mannose 6-phosphate (AID 1220) | one-dose inhibition, % at 20 µM; IC50 in µM for titrated hits | recombinant PMI enzyme, coupled fluorescence intensity; higher % means a stronger effect | 190,000 compounds, 0.66% hits
# P. falciparum M17LAP: P. falciparum M17LAP inhibitors, primary screen, biochemical, fluorogenic H-Leu-NHMec substrate, 1536-well (AID 1619). recombinant M17LAP, H-Leu-NHMec fluorogenic kinetic assay; higher % means a stronger effect. 220,000 compounds, 0.38% hits. inhibition, % at 30 µM; hits with a dose series show IC50 in µM;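 active = compound inhibiting the enzyme by more than half at any dose during confirmatory dose-response retesting; inconclusive = strong single-dose inhibitors picked by rank but not retested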;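 note: plate controls were full reaction with DMSO carrier for no effect and no enzyme background for full effect; strong numbers were not always called active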
# T cell HTS vesicle-bound %: recorded beside T cell HTS, whose call it bears; double positive events, %; measured here: CD8+ vesicle-bound cell fraction;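 binding gate set so that unloaded-vesicle control wells show 10% double positive cells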
# * hit, by the source's call; i = inactive; ? = inconclusive; nt = no result given; [ ] = remark or other dose. Cut-off read from the data, not from the text of the source, unless noted: active = inhibition above about 50%; inactive = the rest.
SMILES | RSV CPE inhibition | West Nile virus CPE | T cell HTS | human PMI inhibition | M1AAP inhibition | K1F lysis inhibition | T cell HTS vesicle-bound % | P. falciparum M17LAP | human PMI inhibitors | TNAP activation fold
CCOc1ccccc1CN1CCN(C2CCSCC2)CC1CCO (stereo not drawn) | -2.1% | 0.0% | i | 1% | 2% | 0.5% | 61 | -1% | -9% | 1.1
COCCCNC(=S)Nc1ccc(C)cc1[N+](=O)[O-] | 1.9% | -0.8% | i | -6% | -3% | 0.0% | 24 | 4% | 6% | 1.1
COc1ccc(CCNC(=O)C2CCCN(c3ncnc4c3nc3n4CCCCC3)C2)c(OC)c1 (stereo not drawn) | 5.1% | 0.7% | i | nt | nt | 0.1% | 44 | nt | nt | nt
CCOC(=O)C1(CCOc2ccccc2)CCN(Cc2ccc(-n3cccn3)cc2)CC1 | 1.6% | -1.5% | i | 20% | -3% | 0.0% | 35 | 6% | 18% | 1
Cc1ccccc1C(=O)c1cccn1CC(=O)NCCC1=CCCCC1 | 0.0% | -1.3% | i | 8% | 10% | 0.4% | 46 | -8% | 14% | 1
O=C(CSc1ncccn1)n1c2c(c3ccccc31)CCCC2 | 1.1% | -0.1% | i | -6% | -1% | -0.2% | 40 | 0% | -11% | 0.9
CCOc1ccccc1-n1nnnc1SCC(=O)O | -1.0% | -0.1% | i | nt | 2% | 0.1% | 21 | 9% | nt | nt
O=S(=O)(c1ccccc1)N1CCN(S(=O)(=O)c2ccccc2)C1 | 1.7% | 0.4% | i | -10% | 0% | 2.6%[50 µM] | 21 | 2% | -12% | 1
CCC(=O)NCc1ccc2[nH]c(C)cc2c1 | 1.4% | -0.9% | i | -10% | -1% | -0.3% | 26 | 22% | 36% | 1.1
NCCOc1ccc(C23CC4CC(CC(C4)C2)C3)cc1 | 40% | 14% | i | -16% | 0% | 2.1% | 8 | -1% | -8% | 1.3
CCn1c(SCC(=O)Nc2ccc(N3CCOCC3)cc2)nnc1-c1ccc(OC)cc1 | -1.9% | 0.2% | i | -5% | -1% | -0.4% | 49 | 3% | -6% | 1
CC1CN(Cc2cc(=O)n3ccsc3n2)CC(C)O1 (stereo not drawn) | 1.2% | 0.0% | i | -1% | -11% | 0.5% | 6 | -5% | -6% | 1.1
COc1cc(/C(C)=N/NC(=S)NC(C)C)cc(OC)c1OC | 1.2% | -0.3% | i | 8% | 4% | 4.8% | 43 | 5% | 2% | 1
O=C(Cc1ccc(Br)cc1)NCCc1ccc(F)cc1 | -0.3% | -0.7% | i | nt | nt | 0.2% | 65 | nt | nt | nt
O=C(Nc1nc2c(s1)CCCC2)c1cccnc1 | 0.0% | 0.6% | i | 8% | 5% | 0.8% | 10 | -3% | -5% | 1.1
O=C(NCc1ccccc1)c1ccc(S(=O)(=O)N2CCCc3ccccc32)cc1 | 5.5% | 0.9% | i | 15% | 4% | 0.4% | 55 | 3% | 11% | 1.1
CN(C)c1ccc(CN(Cc2ccco2)C(=O)c2ccco2)cc1 | 7.3% | 0.1% | i | nt | nt | -0.1% | 51 | nt | nt | nt
Cc1ccc(NC(=O)c2cnccn2)nc1 | 0.6% | -0.7% | i | nt | nt | 0.1% | 7 | nt | nt | nt
COc1ccc(NC(=O)c2sc3ncn(CC(=O)N4CCCCC4)c(=O)c3c2C)cc1OC | 2.3% | 1.1% | i | nt | nt | -0.8% | 10 | nt | nt | nt
O=C(c1ccc(Cl)cc1)c1cnc(Nc2ccccc2Cl)s1 | 11% | -0.2% | i | 8% | 0% | 0.5% | 27 | 10% | 8% | 1
COc1cc(NC(=O)CCc2c(C)nn(-c3ccc(N4CCOCC4)nn3)c2C)cc(OC)c1OC | 1.8% | 1.1% | i | nt | nt | 0.2% | 11 | nt | nt | nt
COC(=O)Cn1c(=O)c(=O)n(CC(=O)OC)c2ccccc21 | 2.1% | 0.4% | i | -12% | 2% | 0.0% | 48 | 16% | -4% | 1.2
Cc1cccc(-c2nc3cc(NC(=O)C4CCCO4)ccc3o2)c1 (stereo not drawn) | 8.1% | -0.4% | i | 0% | -1% | 2.8%[50 µM] | 50 | 3% | 4% | 1.1
O=S(=O)(c1ccc(Cl)nc1)N1CCc2ccccc21 | 1.5% | -0.6% | i | nt | 1% | 0.1% | 34 | 2% | nt | nt
O=C(c1ccccc1S(=O)(=O)NCC(O)COc1ccc([N+](=O)[O-])cc1)N1CCCCC1 (stereo not drawn) | 1.4% | -0.4% | i | -2% | 7% | 0.0% | 52 | 11% | -7% | 1.1
CC(C)CC(=O)NCCCCc1ccccc1 | 12% | -0.3% | i | 12% | -1% | 2.5% | 41 | 8% | 6% | 1
O=[N+]([O-])c1ccc(N2CCSCC2)cc1 | 4.8% | -0.1% | i | 10% | 3% | 0.4% | 52 | -5% | 20% | 0.9
COc1cccc(NC(=O)CN(C)CC(=O)Nc2ccc(Br)cc2)c1 | 17% | -1.6% | i | 13% | 0% | 0.4% | 40 | 8% | 10% | 0.9
CCCOP(=O)(c1ccc(N(C)C)cc1)C(O)c1cc(OC)ccc1OC (stereo not drawn) | 1.4% | -0.6% | i | nt | nt | 0.2% | 62 | nt | nt | nt
COC(=O)c1ccc(COc2cc([N+](=O)[O-])cc3cccnc23)cc1 | 0.5% | -0.1% | i | nt | 1% | nt | 36 | -1% | nt | nt
O=C(Nc1ccccc1)N(CCN1CCOCC1)Cc1ccccc1F | 1.3% | 0.0% | i | 8% | 1% | 1.6% | 44 | 6% | -2% | 1.1
COC(=O)c1cc[n+](CC(=O)c2ccccc2)cc1 | 0.3% | -0.3% | i | -24% | 5% | 0.7% | 21 | 5% | -50% | 1
CCN(CC)S(=O)(=O)c1ccc(-c2nnc(SCC(=O)N3c4ccccc4CC3C)n2CC)cc1 (stereo not drawn) | 14% | -0.9% | i | 18% | 2% | -0.1% | 47 | -17% | 5% | 1.2
O=S(=O)(NCCc1ccncc1)c1cc(Br)ccc1F | 0.7% | -0.3% | i | 8% | 10% | 0.7% | 40 | -3% | 11% | 1.1
C/C(=N/Nc1nc(-c2ccccc2F)nc2ccccc12)c1ccccc1O | 2.3% | 0.2% | i | nt | 6% | 0.0% | 29 | 9% | nt | nt
Cc1cc(C)nc(N=Nc2c(O)n(Cc3ccc(Cl)cc3)c3ccccc23)n1 | 9.1% | -1.2% | i | 22% | 8% | 5.8% | 38 | 0% | 15% | 1.1
CCc1ccc(NC(=O)C(=O)NNC(=O)c2cccc(OC)c2)cc1 | -0.7% | 0.4% | i | nt | nt | >75µM* | 40 | nt | nt | nt
COc1ccc(CN2CCC(N3CC(C)OC(C)C3)CC2)c(OC)c1OC (stereo not drawn) | 1.0% | 0.7% | i | nt | nt | -0.1% | 66 | nt | nt | nt
O=C(c1ccccc1)N(Cc1cccc(Br)c1)C1CCS(=O)(=O)C1 (stereo not drawn) | -0.2% | -0.6% | i | nt | nt | 0.3% | 41 | nt | nt | nt
Cc1ccccc1CC1CCN(CCCNC(=O)Nc2ccccc2)CC1 | -1.2% | -1.4% | i | nt | nt | 0.2% | 50 | nt | nt | nt
O=C(CSc1ccc(-c2ccco2)nn1)Nc1ccc(F)cc1 | 12% | -0.2% | i | nt | nt | 4.2%[50 µM] | 10 | nt | nt | nt
Cn1cccc1-c1nc2ccc([N+](=O)[O-])cc2[nH]1 | 0.7% | -1.0% | i | nt | nt | 0.2% | 53 | nt | nt | nt
Cc1cc(NS(=O)(=O)c2cccs2)no1 | 0.8% | 1.0% | i | -7% | 2% | 0.1% | 36 | 5% | -5% | 1.1
COc1ccc(N(C(=O)c2snc(C(N)=O)c2N)C(C(=O)NC2CCCC2)c2cccs2)cc1OC (stereo not drawn) | 2.0% | 0.9% | i | nt | nt | 0.1% | 29 | nt | nt | nt
Cc1cccc(NC(=S)NC(=O)CCc2ccccc2)c1C | 3.4% | 0.5% | i | 3% | 20% | 0.3% | 20 | 7% | -2% | 1.1
CCOC(=O)Nc1ccc(NC(=O)OCC)cc1 | 2.4% | -0.2% | i | 2% | -1% | -0.2% | 38 | 7% | 4% | 1.1
O=C(NCCCNc1ccc(C(F)(F)F)cc1[N+](=O)[O-])c1ccc(Cl)cc1 | 19% | -0.9% | i | 13% | 4% | 5.0% | 32 | 7% | 11% | 1
CCn1c(SCC(=O)N(C)c2ccccc2)nc2c([nH]c3ccccc32)c1=O | 1.6% | -0.5% | i | nt | nt | -0.3% | 68 | nt | nt | nt
Brc1csc(C=Nc2ccc3c(c2)OCCOCCOCCOCCO3)c1 | 0.9% | 0.5% | i | 14% | 0% | 0.3% | 5 | 8% | 39% | 1.1
N#Cc1nc(-c2ccc(F)cc2)oc1N1CCC(C(N)=O)CC1 | 0.9% | -0.9% | i | nt | nt | -0.1% | 32 | nt | nt | nt
Clc1cccc(CNc2nnnn2-c2ccccc2)c1 | 8.7% | -0.4% | i | 5% | 9% | 0.3% | 16 | -2% | 12% | 1.1
CCOc1cc(S(=O)(=O)NC2CCCCCC2)ccc1F | 7.2% | -0.5% | i | 12% | -4% | -0.2% | 38 | 4% | 5% | 1.1
COc1ccccc1C(=O)Nc1nnc(-c2ccc(F)cc2)s1 | 1.7% | -0.7% | i | nt | nt | 0.0% | 59 | nt | nt | nt
Clc1ccc(OCCn2cnc3ccccc32)cc1 | ? | -0.4% | i | 6% | -3% | 7.6%[50 µM] | 37 | 3% | 4% | 0.8
O=C(O)c1ccc(NS(=O)(=O)c2ccc(N3CCCC3)c([N+](=O)[O-])c2)cc1 | 7.2% | 0.5% | i | nt | nt | 0.1% | 65 | nt | nt | nt
CC(C)NS(=O)(=O)c1cc(F)ccc1CN1C(=O)c2cccnc2C1=O | 0.3% | 0.2% | i | nt | nt | 1.1%[50 µM] | 13 | nt | nt | nt
O=C(O)c1ccc(C=C(c2nc3ccccc3s2)c2nc3ccccc3s2)cc1 | -3.9% | -0.4% | i | -2% | 15% | -0.2% | 47 | 14% | 12% | 1.1
O=C1CCCCN1CCCC(=O)N1CCCC(Nc2ccc(F)c(F)c2)C1 (stereo not drawn) | 1.0% | -0.1% | i | nt | nt | 0.0% | 34 | nt | nt | nt
CCOC(=O)c1cc(S(=O)(=O)Nc2ccc(OC)cc2OC)cn1C | 5.8% | -0.3% | i | nt | nt | 0.3% | 32 | nt | nt | nt

# Compound activity: PubChem BioAssay, several laboratories
